# Screens as filed in PubChem BioAssay.
# TDP-43 yeast inh: inhibitors of TDP-43 toxicity in yeast | actives 1.8% (n = 410,000) | Potency, µM (top dose mostly 46.1 µM), for inactives: at the highest dose growth rescue (activation), actives largely listed as activators | TDP-43 expressing yeast growth rescue, BacTiter-Glo, 24 h; also: potency is read from the fitted curve at half-maximal effect; % of control where 0% means no effect; nearly all actives have a fitted effect of over 50% in size
#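 Yeast expressing TDP-43 (pregrown in raffinose, seeded at OD600=0.02 in galactose medium) exposed to compounds 24 hr at 30 deg C. Growth read by BacTiter-Glo luminescence; rescue of toxicity appears as increased signal.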
# MmCpn inh: M. maripaludis TRiC chaperonin inhibition; purified Mm-Cpn ATPase, ADP Transcreener TR-FRET; Potency, µM (titrated, usually from 76.9 µM), for inactives: at the top dose activity, negative = inhibition, actives largely listed as inhibitors; actives 0.031% (n = 330,000); AID 504842; also: potency is read from the fitted curve at half-maximal effect; % is scaled to controls: 0 for no effect and ±100 for the full control effect; nearly all actives have a fitted effect of over 80% in size
#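 Measured: ADP formation by purified Mm-CPN. Conditions: 25 nM protein, 10 uM ATP, Tris pH 7.4 with Mg2+, K+ and DTT, 37°C for 30 min. Detection: Transcreener HTRF after 30 min at room temperature.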
# Akt phos inh: Akt phosphorylation inhibition. Neuro2A IGF-stimulated pAkt S473 HTRF, 20 min; active compounds read low. activity change, % for hits at 50 µM. actives 0.32% (n = 360,000). AID 651550; in the data active = activity change below about -80%; inconclusive = mostly about -51% to -80%; also: % is scaled to controls: 0 for no effect and ±100 for the full control effect
#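 Neuro2A cells in DMEM with 0.5% FBS, overnight at 37 deg C, given compound at single 50 µM final, then IGF (6 nM final) for 20 min at 37 deg C. Lysed; phospho-Akt Ser473 by HTRF after 24 h, 665/615 ratio.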
# PTHR1 ag: PTHR1 (human) receptor agonism; Q03431; HEK293 GP2 PTHR1 cells, GloSensor cAMP luminescence, 1 h; Potency, µM (highest dose often 115 µM), for inactives: at the highest dose activation, usual class: activators; actives 0.075% (n = 410,000); also: potency is read from the fitted curve at half-maximal effect; nearly all actives have a fitted effect of over 55% in size; some results filed as inactive show a strong effect at the top dose; inactives centre near -15; many of its hits are not listed in these tables
# Target sequence (Q03431 whole entry, looked up): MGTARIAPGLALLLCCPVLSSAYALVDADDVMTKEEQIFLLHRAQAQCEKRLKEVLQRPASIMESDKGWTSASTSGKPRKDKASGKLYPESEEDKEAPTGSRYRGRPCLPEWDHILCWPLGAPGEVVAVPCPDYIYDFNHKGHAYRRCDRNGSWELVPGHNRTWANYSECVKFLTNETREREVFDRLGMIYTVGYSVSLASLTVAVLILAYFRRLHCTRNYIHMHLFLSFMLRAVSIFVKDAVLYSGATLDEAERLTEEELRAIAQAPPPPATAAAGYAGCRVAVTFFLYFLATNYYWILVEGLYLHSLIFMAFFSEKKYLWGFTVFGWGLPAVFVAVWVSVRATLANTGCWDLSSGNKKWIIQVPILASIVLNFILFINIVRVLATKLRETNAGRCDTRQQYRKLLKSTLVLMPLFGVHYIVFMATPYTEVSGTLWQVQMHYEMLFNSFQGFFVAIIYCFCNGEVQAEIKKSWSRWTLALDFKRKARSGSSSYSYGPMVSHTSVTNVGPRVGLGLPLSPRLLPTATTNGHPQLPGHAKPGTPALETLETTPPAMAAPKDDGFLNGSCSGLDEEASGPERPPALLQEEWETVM
#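 HEK-293-derived GP2 cells expressing PTHR1 and a GloSensor cAMP reporter, 3,000/well, plated overnight, given luciferin plus IBMX (each 0.5 mM as added) for 1 h at 37 °C, then compound for 1 h at 37 °C. Luminescence was read after 15 min at room temperature.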
# aSyn rescue: alpha-synuclein toxicity inhibition in yeast. Yeast expressing alpha-synuclein, growth rescue, BacTiter-Glo, 24 h. Potency, µM (highest dose often 46.1 µM), for inactives: at the top dose growth rescue (activation), usual class: activators. actives 0.14% (n = 370,000). AID 652106; also: potency is read from the fitted curve at half-maximal effect; % of control where 0% means no effect; nearly all actives have a fitted effect of over 65% in size
#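 Galactose-induced alpha-syn yeast (OD600=0.02, raffinose-pregrown) + pinned cpd, 24 hr, 30 deg C; growth by BacTiter-Glo luminescence. Growth restoration scores as activation.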
# HEK293 tox: cytotoxicity counter-screen for GLP-1 receptor inverse agonists | AID 624418 | Potency, µM (top dose mostly 38.3 µM), for the others: at the top dose activity change, negative = inhibition, hits mostly inhibitors | HEK293 cAMP-luciferase reporter cells, luminescence, 24 h | actives 0.13% (n = 410,000);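 also: loss of luciferase light is scored as toxicity; potency is read from the fitted curve at half-maximal effect; % is scaled to controls: 0 for no effect and ±100 for the full control effect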
#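 Luminescence readout: signal drop marks cytotoxicity. Plated cells grew 12 h at 37 °C, 5% CO2, received 23 nL compound for 24 h, then got luciferase reagent, read after 12 min at RT.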
# GLP-1R inv ag: inverse agonists of human GLP-1 receptor; P43220; HEK293 GLP-1R CRE-luciferase, luminescence, 24 h; GLP-1R form is constitutively active; actives 1.6% (n = 410,000); Potency, µM (top dose mostly 38.3 µM), inactives show at the highest dose activity change, negative = inhibition, usual class: inhibitors; also: potency is read from the fitted curve at half-maximal effect; % is scaled to controls: 0 for no effect and ±100 for the full control effect; nearly all actives have a fitted effect of over 55% in size
# Target sequence (P43220 whole entry, looked up): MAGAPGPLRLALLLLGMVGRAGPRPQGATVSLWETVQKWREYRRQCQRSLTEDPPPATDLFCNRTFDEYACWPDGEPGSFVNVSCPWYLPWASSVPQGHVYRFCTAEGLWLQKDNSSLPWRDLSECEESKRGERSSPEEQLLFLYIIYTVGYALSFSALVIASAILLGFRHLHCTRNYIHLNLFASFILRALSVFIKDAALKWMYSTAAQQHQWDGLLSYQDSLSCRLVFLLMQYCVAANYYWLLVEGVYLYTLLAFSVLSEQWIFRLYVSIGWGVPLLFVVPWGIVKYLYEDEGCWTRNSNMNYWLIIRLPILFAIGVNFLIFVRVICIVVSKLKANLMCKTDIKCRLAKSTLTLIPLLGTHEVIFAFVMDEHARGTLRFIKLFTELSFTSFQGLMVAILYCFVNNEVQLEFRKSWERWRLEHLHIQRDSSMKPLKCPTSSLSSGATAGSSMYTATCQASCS
#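 Stable HEK293 clone (constitutively active GLP-1R + cAMP-response luciferase); 200 cells/uL plated, 12 h pre-culture, compound 24 hr, 37 deg C/5% CO2; detection reagent 12 min RT; luminescence.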
# Abeta rescue: compounds reversing amyloid beta toxicity in yeast | yeast expressing A-beta42, growth rescue, OD600, 48 h; response scale: 0% DMSO, 100% iron-clioquinol control | Potency, µM (doses to about 46.1 µM), inactives show at the top dose growth rescue, actives largely listed as activators | actives 0.063% (n = 410,000); also: potency is read from the fitted curve at half-maximal effect; nearly all actives have a fitted effect of over 55% in size
#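 Yeast growth medium received pinned compounds, then yeast cells expressing toxic A-beta were added; plates incubated at 30 C for 48 hr. Growth read as absorbance at 600 nm, normalized to DMSO and equimolar FeCl3 plus clioquinol controls.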
# FUS suppressor: suppressors of FUS proteinopathy in yeast; S. cerevisiae FUS-expressing, growth rescue, OD600, 24 h; Potency, µM (highest dose often 76.6 µM), without a hit: at the highest dose growth rescue (activation), actives largely listed as activators; actives 0.24% (n = 390,000);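 also: potency is read from the fitted curve at half-maximal effect; plate controls were DMSO vehicle for no effect and reference control for full effect; nearly all actives have a fitted effect of over 55% in size; some results filed as inactive show a strong effect at the top dose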
#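 Read-out: OD at 600 nm after 24hr at 30C, reporting rescue of FUS-induced yeast toxicity. Cells at OD 0.005 in galactose (2%) minimal medium; compounds tested in a dilution series; CP55940 titration from 92uM final as control.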
# Numbers without * were called inactive; i = inactive; u = inconclusive; x = no result given; & = joins results of further samples; [ ] = dose if it differs, or a comment. Unless noted, calls follow the shape of the dose curve; as a rule, active = well fitted curve in the direction sought with a large enough effect; inconclusive = small, poorly fitted or top-dose-only effect, or another doubt; inactive = no such curve, though single readings can be large; an effect the other way counts as inactive or inconclusive. An excerpt (hit frequency here may not be typical).
SMILES,TDP-43 yeast inh,MmCpn inh,Akt phos inh,PTHR1 ag,aSyn rescue,HEK293 tox,GLP-1R inv ag,Abeta rescue,FUS suppressor
COc1ccc(NC(=S)N2CCC(N(C)CC3CCCO3)CC2)cc1Cl (stereo unspecified),5%,3%,i,i,-1%,73%[activator],5%,2%,x
COc1cc(C(=O)NCCC(=O)NC2CCCCCCC2)cc(OC)c1OC,-21%,1%,i,-18%,20%,-21%,0%,-5%,21%
COc1ccc(O)c(C(=O)c2cnn(C(=O)c3cccc(S(=O)(=O)N(C)C)c3)c2)c1,-6%,-1%,i,-21%,0%,1%,-14%,-5%,x
Cc1nnc(N2C(=O)c3cccc4c([N+](=O)[O-])ccc(c34)C2=O)s1,13µM*,1%,i,-42%[inhibitor],-2%,26%,26%,-92%[inhibitor],10%
CCN(CC)C(=O)CSc1nc2c(c(-c3cccnc3)c1C#N)CCCC2,-9%[0.397 µM],-2%,i,i,12%,-10%,5%,-10%,6%
Cc1ccc(C(=O)NNC(=O)c2ccncc2)cc1S(=O)(=O)N1CCOCC1,13%,-10%,i,-20%,0%,5%,3%,0%,1%
COc1ccc(OC)c(NC(=O)c2nnn(Cc3ccccc3C)c2N)c1,-1%,-3%,i,-9%,22%,-3%,-2%,7%,21%
CCc1c(C)sc(NC(=O)c2cc(-c3ccc(OC)c(OC)c3)on2)c1C#N,9%&9%,u,i,-31%[inhibitor],-1%,1%&17%,10%&5%,-8%&8%,-10%&7%
CC(C)Cc1cc(C(=O)N2CCC(N3CCC(C(=O)N4CCOCC4)CC3)CC2)n[nH]1,-6%,-5%,i,u,0%,-17%,8%,3%,-8%
CCOc1ccc2nc(SCC(=O)N(C)C3CCS(=O)(=O)C3)[nH]c2c1 (stereo unspecified),-6%,1%,i,-2%,-1%,12%,-4%,-2%,22%
COc1cccc(CN2CCN(C(=O)CC(C)C)CC2)c1,-2%,0%,i,i,-1%,-10%,1%,-9%,16%
Cc1nc([N+](=O)[O-])c(Br)n1Cc1ccccc1,20%,-1%,i,i,-15%,-26%,u,-35%[inhibitor],1%
COc1ccc(OC(=O)c2cn(-c3cccc(OC)c3)c(=O)c3ccccc23)cc1,18%,x,x,i,x,-4%,u,6%,30%
Cc1cc(NC(=O)CCc2ccccc2)c([N+](=O)[O-])cc1C,18%,0%,i,-15%,12%,-8%,-21%,17%,x
COc1cccc(-c2nc(NCc3ccco3)c3ccccc3n2)c1O,2%,-3%,i,i,1%,-22%,-2%,15%,22%
CCOC(=O)c1cc(NC(=O)CSCCO)ccc1Cl,-6%,x,i,0%[57.5 µM],1%,-5%,17%,8%,-5%
Cc1cc(C)c(OCC(=O)NCC2CCCO2)c(C)c1 (stereo unspecified),25%,-2%,i,i,0%,6%,-21%,5%,-1%
C=CCn1c(SCC(=O)N2CC(=O)Nc3ccccc32)nc2scc(-c3cccs3)c2c1=O,1%,u,i,i,0%,-6%,10%,-4%,u
CC1(C)Cc2nc3[nH]c(=S)n(-c4ccccc4)c(=O)c3cc2CO1,-1%,x,i,-25%,-6%,25%,0%,8%,17%
COc1ccc(NS(=O)(=O)c2ccc(NC(=S)NC(=O)c3cccnc3)cc2)nn1,-7%,0%,i,i,0%,-3%,25%,-35%[inhibitor],-1%
COc1ccc(NC(=O)N(C2CCCCC2)C(C)c2cccnc2)c(OC)c1 (stereo unspecified),5%,-1%,i,13%[57.5 µM],12%,-20%,-16%,-4%,-1%
CCc1nnc(NC(=O)Nc2ccc(OC)cc2)s1,6%,-2%,i,i,2%,-9%,4%,-12%,-16%
CCOc1cc(S(=O)(=O)N2CCN=C2Cc2ccccc2)ccc1F,18%,0%,i,-30%[inhibitor],-6%,-1%,-13%,8%,17%
CCCc1cc(=O)[nH]c(SCC(=O)Nc2ccc([N+](=O)[O-])cc2C#N)n1,-19%,-1%,i,i,-3%,-26%,-6%,10%,26%
Nc1ccccc1C(=O)NCCN1CCNC1=O,7%,-2%,i,-20%,-3%,-15%,15%,9%,-4%
OC(c1ccc(F)c(F)c1)c1nc(-c2ccc(Cl)cc2)cs1 (stereo unspecified),u,x,i,-3%,u,-12%,u,15%,7%
COc1ccc(N)c2c1OCCC2=O,-2%,-2%,i,1%,0%,-26%,17%,3%,x
O=C(O)Cn1nc(-c2ccccc2)c2ccccc2c1=O,3%,0%,i,-20%[57.5 µM],0%,22%,54%[activator],-19%,13%
CC1CC(C)CN(S(=O)(=O)N2CCC(C(=O)NCCc3ccccc3)CC2)C1 (stereo unspecified),6%,2%,i,-8%,0%,9%,2%,26%,16%
Cc1ccccc1NC(=O)NC1(C(=O)N2CCCC2)CCCCC1,-24%,1%,i,i,-1%,0%[0.307 µM],-2%[0.307 µM],-8%,-2%
CCOc1nonc1C(=N)/C(C(C)=O)=C(\C)O,5%,0%,i,i,-13%,-7%,1%,15%,7%
CCOc1ccc(N2C(=O)CC(N(C)Cc3ccccc3)C2=O)cc1 (stereo unspecified),18µM*,-13%,i,-1%,7%,0%,10%,-76%[inhibitor],-4%
CCOC(=O)CSc1nnc(NC(=O)c2cccc(S(=O)(=O)N3CCCCC3)c2)s1,-22%,1%,i,-57%[inhibitor],1%,13%,-1%,-16%,11%
COC(=O)c1c(-c2ccccc2OC)sc2cc3c(cc12)OCO3,u,u,i,i,-20%,19%,u,8%,28%
CC1=CCC(C(C)(C)NC(=O)c2ccccc2)C/C1=N\O (stereo unspecified),-8%,x,i,i,3%,-12%,9%,0%,21%
O=C(CSC1=Nc2ccccc2C2=NC(CC(=O)NC3CCCCC3)C(=O)N12)Nc1ccc(F)cc1 (stereo unspecified),25%,x,x,-29%,x,-12%,u,-9%,20%
CCOc1ccccc1CN1C(=O)c2ccccc2C1C(=O)NC1CCCCCC1 (stereo unspecified),13%,x,x,-2%,x,18%,2%,-20%,-2%
COC(=O)Cc1ccc(NC(=S)NCc2ccc(F)cc2)cc1,u,2%,i,i,-4%,10%,-25%,-19%,15%
COc1ccccc1NC(=O)N(Cc1cc2cc(OC)c(OC)cc2[nH]c1=O)CC1CCCO1 (stereo unspecified),-14%,1%,i,i,-1%,-12%,52%[activator],-8%,9%
N#Cc1ccccc1S(=O)(=O)N1CCN(Cc2cccs2)CC1,10%,x,i,-8%,7%,2%,8%,13%,-19%

# The final 4 records of the section before lead into the next:
SMILES,TDP-43 yeast inh,MmCpn inh,Akt phos inh,PTHR1 ag,aSyn rescue,HEK293 tox,GLP-1R inv ag,Abeta rescue,FUS suppressor
CCOc1ccccc1CN1C(=O)c2ccccc2C1C(=O)NC1CCCCCC1 (stereo unspecified),13%,x,x,-2%,x,18%,2%,-20%,-2%
COC(=O)Cc1ccc(NC(=S)NCc2ccc(F)cc2)cc1,u,2%,i,i,-4%,10%,-25%,-19%,15%
COc1ccccc1NC(=O)N(Cc1cc2cc(OC)c(OC)cc2[nH]c1=O)CC1CCCO1 (stereo unspecified),-14%,1%,i,i,-1%,-12%,52%[activator],-8%,9%
N#Cc1ccccc1S(=O)(=O)N1CCN(Cc2cccs2)CC1,10%,x,i,-8%,7%,2%,8%,13%,-19%
CC(C)(C)NC(=O)CSc1nc(N)c(NC(=O)c2ccccc2F)c(=O)[nH]1,-20%,1%,i,-2%,-3%,0%,13%,-12%,1%
O=S1(=O)CCC(NC(=S)N2CCOCC2)C1 (stereo unspecified),u,-2%,i,-13%,0%,1%,13%,0%,x
O=C(NCc1cccnc1)c1nc(-c2cccs2)no1,-12%,-2%,i,i,1%,-1%,37%[activator],-1%,15%
COc1ccc(Cc2c(-c3cccc(Cl)c3)nc3ccc(Cl)cn23)c(C)c1,35µM*,x,i,-14%,8%,0%,-28%,-8%,-11%
Cc1ccccc1-c1n[nH]c(=S)n1/N=C/C=C/c1ccco1,u,1%,i,i,3%,16%,12%,7%,4%
CCOc1ccc(C(=O)C(C)OC(=O)Cn2c(C)csc2=O)cc1 (stereo unspecified),4%,-1%,i,-24%,6%,16%,39%[activator],-18%,4%
Cc1nc2ccccc2n1CC(=O)OCC(=O)NCCc1ccccc1,12%,-2%,i,i,-1%,6%,19%,5%,-16%
CCOC(=O)/C(=N\Nc1ccccc1Cl)N1CCN(c2ccccc2OC)CC1,u,-3%,i,i,7%,-6%,u,3%,-3%
CN(C)S(=O)(=O)c1cccc(NC(=O)COC(=O)COc2ccc(Br)cc2)c1,-21%,1%,i,i,11%,0%,1%,14%,4%
CCc1cccc(NC(=O)CCCCCC2NC(=O)NC2C)c1 (stereo unspecified),8%,0%,i,-3%,4%,7%,-13%,3%,7%
COc1cccc(-n2c(SCC(=O)Nc3ccc4c(c3)CCC4)nc3ccccc3c2=O)c1,10%,-2%,i,i,2%,-14%,u,-4%,8%
O=S(=O)(c1ccc(Br)s1)N1CCN(c2ccnc3cc(Cl)ccc23)CC1,-13%,-9%,i,i,0%,7%,u,-27%,25%
O=C(Nc1ccccc1C(F)(F)F)c1noc2c1CCCC2,23%,x,x,-16%,x,-7%,23%,-22%,-10%
COc1ccc(-c2cc(C(=O)N3CC(C)CC(C)C3)c3ccccc3n2)cc1OC (stereo unspecified),u,-5%,i,-15%,10%,-4%,u,14%,19%
CC1(C)Oc2ccc(C(=O)N/N=C/c3ccc(O)cc3)cc2NC1=O,-10%,-2%,i,i,-2%,-4%,-30%,-14%,-2%
